High-throughput results from PubChem.
GLP-1R inv ag: GLP-1 receptor (human) inverse agonism; P43220; HEK293 GLP-1R CRE-luciferase, luminescence, 24 h; GLP-1R form is constitutively active; Potency, µM (series often up to 38.3 µM), for the others: at the top dose activity change, negative = inhibition, most hits filed as inhibitors; 410,000 tested, 1.6% active; AID 624417; also: potency is read from the fitted curve at half-maximal effect; % is scaled to controls: 0 for no effect and ±100 for the full control effect; nearly all actives have a fitted effect of over 55% in size
Target sequence (P43220 whole entry, looked up): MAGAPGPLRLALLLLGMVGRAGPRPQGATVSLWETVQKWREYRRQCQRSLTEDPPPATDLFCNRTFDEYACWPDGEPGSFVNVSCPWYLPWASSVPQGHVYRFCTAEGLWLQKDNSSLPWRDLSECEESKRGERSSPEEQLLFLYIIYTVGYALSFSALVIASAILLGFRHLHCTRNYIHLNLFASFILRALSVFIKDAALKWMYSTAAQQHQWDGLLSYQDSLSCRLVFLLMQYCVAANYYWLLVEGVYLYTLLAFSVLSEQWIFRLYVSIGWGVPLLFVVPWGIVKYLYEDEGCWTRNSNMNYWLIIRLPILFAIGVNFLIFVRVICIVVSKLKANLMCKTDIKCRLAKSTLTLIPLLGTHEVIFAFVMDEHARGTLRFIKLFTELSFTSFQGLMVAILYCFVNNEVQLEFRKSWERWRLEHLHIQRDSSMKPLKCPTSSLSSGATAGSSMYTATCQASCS
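Readout was luciferase luminescence, measured 12 min after detection reagent at room temperature. Beforehand, GLP-1R reporter HEK293 cells had sat 12 h, then received compounds for 24 hr at 37 deg C.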
EPAC1 antagonist: antagonists of human EPAC1 | EPAC1 GEF assay, Rap1b-BODIPY-GDP exchange fluorescence | Potency, µM (doses to about 115 µM), without a hit: top-dose activity change, negative = inhibition, hits mostly inhibitors | AID 720709 | O95398 | 360,000 tested, 0.14% active;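 also: potency is read from the fitted curve at half-maximal effect; plate controls were vehicle for no effect and positive control for full effect; nearly all actives have a fitted effect of over 50% in size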
PLK1 PBD block: PLK1 (human) polo-box domain binding inhibition. P53350. Plk1 PBD binding of FITC phosphopeptide, fluorescence polarization. Potency, µM, for the others: max response, negative = inhibition, actives largely listed as inhibitors. 360,000 tested, 2.8% active; also: potency is read from the fitted curve at half-maximal effect; series mostly up to about 57 µM; % is scaled to controls: 0 for no effect and ±100 for the full control effect; nearly all actives have a fitted effect of over 65% in size
PTHR1 ag: activates the human parathyroid hormone receptor PTHR1. Q03431. HEK293 GP2 PTHR1 cells, GloSensor cAMP luminescence, 1 h. Potency, µM (series often up to 115 µM), for the others: at the highest dose activation, actives largely listed as activators. 410,000 tested, 0.075% active; also: potency is read from the fitted curve at half-maximal effect; nearly all actives have a fitted effect of over 55% in size; some results filed as inactive show a strong effect at the top dose; inactives centre near -15; many of its hits are not listed in these tables
Target sequence (Q03431 whole entry, looked up): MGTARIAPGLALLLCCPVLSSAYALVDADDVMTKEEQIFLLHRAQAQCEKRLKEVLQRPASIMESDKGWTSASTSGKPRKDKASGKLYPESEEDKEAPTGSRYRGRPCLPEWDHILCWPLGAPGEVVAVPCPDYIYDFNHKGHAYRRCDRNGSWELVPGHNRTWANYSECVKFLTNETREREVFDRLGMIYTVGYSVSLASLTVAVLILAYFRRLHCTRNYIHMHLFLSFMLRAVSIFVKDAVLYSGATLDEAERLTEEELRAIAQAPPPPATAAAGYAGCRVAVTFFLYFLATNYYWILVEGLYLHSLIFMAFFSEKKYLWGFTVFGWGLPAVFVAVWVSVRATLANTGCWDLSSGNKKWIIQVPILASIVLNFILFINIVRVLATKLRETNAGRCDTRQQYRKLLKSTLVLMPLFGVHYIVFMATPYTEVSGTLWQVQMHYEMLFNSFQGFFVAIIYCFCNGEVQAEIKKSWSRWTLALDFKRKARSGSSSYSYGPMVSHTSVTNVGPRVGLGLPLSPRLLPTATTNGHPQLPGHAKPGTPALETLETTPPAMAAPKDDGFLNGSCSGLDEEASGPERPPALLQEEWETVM
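HEK-293-derived GP2 cells expressing PTHR1 and a GloSensor cAMP reporter, 3,000/well, plated overnight, given luciferin plus IBMX (each 0.5 mM as added) for 1 h at 37 °C, then compound for 1 h at 37 °C. Luminescence was read after 15 min at room temperature.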
IL2 activator: activators of IL-2; IL-2 activation reporter assay, cell-based qHTS; stimulated with anti-CD3/CD4/CD28 beads; in transgenic mouse T cells; 360,000 tested, 0.065% active; activation, % (series mostly up to about 46 µM); in the data active = activation above about 50%; inconclusive = mostly about 30% to 49%; also: 0% is about no effect
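EGFP and DsRed fluorescence is measured by plate cytometry in unstimulated transgenic mouse T cells exposed to compound for 60 minutes, then stimulated 18 hours at 37 degrees C with anti-CD3/anti-CD4 beads plus anti-CD28.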
GLP1R cytotox: cytotoxicity counter-screen for GLP-1 receptor inverse agonists; HEK293 cAMP-luciferase reporter cells, luminescence, 24 h; Potency, µM (doses to about 38.3 µM), for the others: top-dose activity change, negative = inhibition, actives largely listed as inhibitors; 410,000 tested, 0.13% active; AID 624418;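 also: loss of luciferase light is scored as toxicity; potency is read from the fitted curve at half-maximal effect; % is scaled to controls: 0 for no effect and ±100 for the full control effect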
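MLSMR compounds, 24 hr on cells at 37 deg C/5% CO2; luminescence after luciferase reagent (12 min RT). Inhibition counted as the undesired cytotoxic outcome.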
PI5P4Ka inh: PI5P4K alpha (human) kinase inhibition; P48426; PI5P4Kalpha enzyme, ADP-Glo luminescence, 60 min; hits give low values; max response, %; 330,000 tested, 1.2% active; AID 652105; active = max response of -50% or lower; inconclusive = between -30% and -50%; inactive = -30% or higher; also: value at the top dose of about 77 µM; % is scaled to controls: 0 for no effect and ±100 for the full control effect
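Human PI5P4Kalpha with substrate in 0.038 M HEPES pH 7.4, 0.28 mM EGTA, 0.1% CHAPS, 5% DMSO; reaction started with 5 microM ATP (final), 60 min at room temperature. ADP formed read by ADP-Glo luminescence.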
EPAC1 agonist: activates human EPAC1 exchange factor; 360,000 tested, 0.073% active; Potency, µM (highest dose often 154 µM), for the others: top-dose activation, actives largely listed as activators; EPAC1 agonist qHTS, biochemical assay; response scale: 100% = response to 6.5 mM cAMP; O95398; also: potency is read from the fitted curve at half-maximal effect; nearly all actives have a fitted effect of over 60% in size
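Read-out is the fluorescence drop as BODIPY-GDP leaves Rap1B (480 nm excitation, 540 nm emission), recorded every 5 minutes over 30 minutes. Reactions held 100 nM EPAC1, 250 nM Rap1B–BODIPY-GDP and 50 uM GDP, with 6.5 mM cAMP setting full activation.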
GLP1R ag: activates the human GLP-1 receptor | P43220 | AID 624172 | HEK293 GLP-1R CRE-luciferase, luminescence, 4-6 h; cells express a hypersensitive GLP-1R form | Potency, µM (series often up to 45.6 µM), for inactives: at the highest dose activation, usual class: activators | 380,000 tested, 0.007% active; also: potency is read from the fitted curve at half-maximal effect; % of control where 0% means no effect
An asterisk follows results filed as active; i = inactive; u = inconclusive; x = no result given; & = joins results of further samples; [ ] = dose if it differs, or a comment. Unless noted, calls follow the shape of the dose curve; as a rule, active = well fitted curve in the direction sought with a large enough effect; inconclusive = small, poorly fitted or top-dose-only effect, or another doubt; inactive = no such curve, though single readings can be large; an effect the other way counts as inactive or inconclusive. These rows are one share of the data, so the mix of outcomes need not match the whole.

molecule	GLP-1R inv ag	EPAC1 antagonist	PLK1 PBD block	PTHR1 ag	IL2 activator	GLP1R cytotox	PI5P4Ka inh	EPAC1 agonist	GLP1R ag
CCOc1cc(N2CCOCC2)c(OCC)cc1NC(=O)c1ccc2ccccc2n1	28%	19%	-6%	-5%	-4.0	-1%	-1	9%	12%
O=C(CCCN1CC=C(n2c(=O)[nH]c3ccccc32)CC1)c1ccc(F)cc1	u	4%	-9%	-28%	-0.4	2%	1	-4%	-6%&5%
OC1CCCC1	9%	7%	-2%	i	2.2	4%	12	-3%	-3%
Cc1c(NC(=O)C(=O)/C=C(\O)c2ccc(Br)cc2)c(=O)n(-c2ccccc2)n1C	1%	7%	-1%	i	-0.3	-11%	-5	-4%	-7%
CCOc1ccc(NC(=O)CC2C(=O)N(c3ccccc3)C(=O)N2Cc2ccccn2)cc1 (configuration not stated)	0%	-3%	-7%	u	-4.0	9%	x	4%	30%
CCn1c(-c2csc(-c3ccc(Cl)cc3)n2)n[nH]c1=S	6%	11%	-9%	-9%[57.5 µM]	-0.1	5%	0	1%	-15%
COc1ccc(/C=C/C(=O)N2CCN(c3ccccc3)CC2)cc1S(=O)(=O)N1CCOCC1	-26%	u	-5%	-40%	0.4	2%	8	-4%	0%
O=S(=O)(c1cccc2cccnc12)N1CCc2ccccc21	5%	-9%	3%	-14%[57.5 µM]	-0.8	-2%	-4	-9%	9%
O=C(Nc1ccc([N+](=O)[O-])cc1)/C(=C/c1cccc([N+](=O)[O-])c1)NC(=O)C1CCCCC1	u	1%	-2%	-15%[57.5 µM]	-0.3	2%	x	0%	-2%
O=C1CC(C(=O)Nc2ccc(Cl)cc2)n2ncnc2N1 (configuration not stated)	9%	-22%	-10%	i	-2.8	11%	0	13%	6%
COc1ccc(CCN=C(N)NS(=O)(=O)c2ccc(F)cc2)cc1	5%	-1%	-8%	-19%	1.6	2%	1	8%	11%
COc1ccc(-n2ccnc2SCC(=O)c2c(N)n(C3CC3)c(=O)[nH]c2=O)cc1	12%	0%	-7%	i	1.6	-8%	2	1%	0%
O=C(Cn1c(=O)n(-c2ccc(F)cc2)c(=O)c2sccc21)N1CCCC1	6%	-1%	2%	-10%	0.3	3%	x	3%	20%
O=C(CNC(=O)c1sc2ccccc2c1Cl)NC1CC1	10%	-6%	-6%	-21%	-2.1	21%	10	2%	14%
CC1=C(C(=O)N2CCCCCC2)CC(CC(=O)NC2CCCCC2)C(=O)N1CCC1=CCCCC1 (configuration not stated)	-34%	1%	-9%	i	-0.8	-4%	7	27%	-2%
COCCNC(=O)/C(C#N)=C/c1cc(Br)c(O)c(OC)c1	u	-12%	3%	-12%	0.0	u	u	11%	-2%
CCOC(=O)CN1C(c2ccccc2O)Nc2ccc(Br)cc2C1c1ccccc1 (configuration not stated)	u	-28%	-2%	-12%	-2.0	9%	16	0%	8%
O=C(Nc1ccccc1)Nc1ccccc1C(=O)NCc1ccccc1	-38%	-19%	2%	-7%	-0.7	1%	-4	12%	0%
O=C(O)c1cnccn1	11%	u	-11%	-24%	-0.1	-3%	0	-8%	1%
CCN(CC)S(=O)(=O)c1ccc(N2CCOCC2)c(NC(=O)COc2ccc(C#N)cc2)c1	32%[activator]	u	-14%	-22%	-2.5	6%	-23	14%	36%
CCOc1ccc(NC(=O)CCC(=O)c2ccc(-c3ccccc3)cc2)cc1	u	4%	3%	u	-0.4	-6%	-1	0%	0%
O=C(CSc1nc(-c2cccs2)cc(C(F)(F)F)n1)Nc1cc(OCC(F)(F)F)cc([N+](=O)[O-])c1	5%	9%	-4%	-29%	0.3	-2%	11	-6%	-2%
O=C(c1ccccc1Sc1ccccc1[N+](=O)[O-])N1CCCCC1	-13%	-5%	-11%	i	-3.4	4%	0	0%	8%
O=C(CN(C(=O)c1csnn1)c1ccc(F)c(Cl)c1)NC1CCCCC1	-8%	14%	-8%	-17%	0.6	-2%	5	1%	13%
CCCCN(C=O)c1c(CC)nc2ccc(C(=O)N(CC)CCN(C)C)cn12	1%	14%	-8%	i	-0.1	0%	-5	-7%	5%
CNC(=O)C(C)NS(=O)(=O)c1ccc(F)cc1 (configuration not stated)	0%	-3%	-3%	i	1.3	10%	x	-8%	-13%
Cc1cccc(C(=O)N2CCN(c3ccc([N+](=O)[O-])c(N4CCOCC4)c3)CC2)c1	-16%	-4%	-19%	-4%[57.5 µM]	-0.7	u	6	11%	-1%
CCCC(CCC)=NNc1ccc(S(=O)(=O)Nc2ccccc2OC)cc1[N+](=O)[O-]	u	-17%	-5%	-5%	-0.8	-12%	17	14%	-3%
Cc1cc2c3c(c1)C(C)(c1ccccc1)CC(C)(C)N3C(=O)C21C(C#N)=C(N)OC2=C1C(=O)CC(C)(C)C2 (configuration not stated)	u	-10%	-3%	-6%[57.5 µM]	0.4	-24%	x	13%	-17%
CCOC(=O)CCCCCN1C(=O)c2cccc3cccc(c23)C1=O	21%	-9%	-14%	i	-0.9	-13%	0	8%	26%
O=C(Nc1ccccc1-c1nc2ccccc2s1)c1cccnc1	-3%	-8%	u	-11%	-2.7	-1%	7	4%	4%
CCOC(=O)c1cnc2ccc(C(=O)OC)cc2c1Nc1ccc2c(c1)OCCO2	8%	5%	-1%	24%[57.5 µM]	-0.1	-6%	x	1%	-3%
COc1ccccc1NC(=O)N1CCCC1C(=O)NCC1CCCO1 (configuration not stated)	16%	-2%	-7%	i	-2.6	4%	5	-5%	-4%
COc1cc(NS(=O)(=O)c2ccc(NC(=O)/C(=C/c3ccccc3Cl)NC(=O)c3ccccc3)cc2)nc(OC)n1	0%	u	-24%	-11%	-2.1	-11%	0	-2%	-30%[inhibitor]
CCOC(=O)CNC(=O)Cn1cnc2sc(C)c(S(=O)(=O)N3CCOCC3)c2c1=O	19%	1%	u	10%	-1.8	5%	-5	0%	0%
CC1CCN(C(=O)/C(=C\c2ccccc2F)NC(=O)c2ccccc2)CC1	-16%	1%	-1%	i	-1.1	-11%	-11	4%	12%
COc1ccc(C(=O)C[n+]2ccc3c(c2)nc(-c2ccc(OC)cc2OC)n3C)cc1	-19%	-8%	-5%	i	0.1	-6%	3	0%	-5%
COCCNC(=S)N/N=C/c1c2ccccc2cc2ccccc12	u	12%	u	-13%	-4.5	u	-1	-18%	20%
COC(=O)c1ccc(OCC2c3cc(OC)c(OC)cc3CCN2C(=O)c2ccc(F)cc2)cc1 (configuration not stated)	-27%	x	x	-77%[inhibitor]	x	-14%	x	x	9%
CC(=O)Nc1ccc2c(c1)C(=O)N(c1cccc3ccccc13)C2=O	2%	-27%	-15%	-25%	0.8	19%	-4	0%	-10%
COc1ccc(N=Cc2c(O)n(-c3ccc(OC)cc3)c(=O)c3ccccc23)cc1	4%	-14%	-18%	12%	-0.8	3%	8	6%	1%
CCSCCNC(=O)c1cc(-n2cnnc2)ccc1Cl	2%	20%	-7%	i	-1.3	-11%	-13	-11%	-9%
Cc1ccc(OCCn2c(=S)[nH]c3c(N)ncnc32)cc1	20%	-14%	-25%	i	3.8	6%	-13	7%	1%
COC(=O)c1cn(NC(=O)Cc2ccccc2OC)c(=O)c2ccccc12	7%	-1%	-6%	-10%	-1.0	0%	-5	7%	3%

An excerpt of these results, with values under each structure:
The line under a structure holds: GLP-1R inv ag	EPAC1 antagonist	PLK1 PBD block	PTHR1 ag	IL2 activator	GLP1R cytotox	PI5P4Ka inh	EPAC1 agonist	GLP1R ag
> O=C(Nc1ccccc1-c1nc2ccccc2s1)c1cccnc1
  -3%	-8%	u	-11%	-2.7	-1%	7	4%	4%
> CCOC(=O)c1cnc2ccc(C(=O)OC)cc2c1Nc1ccc2c(c1)OCCO2
  8%	5%	-1%	24%[57.5 µM]	-0.1	-6%	x	1%	-3%
> COc1ccccc1NC(=O)N1CCCC1C(=O)NCC1CCCO1 (configuration not stated)
  16%	-2%	-7%	i	-2.6	4%	5	-5%	-4%
> COc1cc(NS(=O)(=O)c2ccc(NC(=O)/C(=C/c3ccccc3Cl)NC(=O)c3ccccc3)cc2)nc(OC)n1
  0%	u	-24%	-11%	-2.1	-11%	0	-2%	-30%[inhibitor]
> CCOC(=O)CNC(=O)Cn1cnc2sc(C)c(S(=O)(=O)N3CCOCC3)c2c1=O
  19%	1%	u	10%	-1.8	5%	-5	0%	0%
> CC1CCN(C(=O)/C(=C\c2ccccc2F)NC(=O)c2ccccc2)CC1
  -16%	1%	-1%	i	-1.1	-11%	-11	4%	12%
> COc1ccc(C(=O)C[n+]2ccc3c(c2)nc(-c2ccc(OC)cc2OC)n3C)cc1
  -19%	-8%	-5%	i	0.1	-6%	3	0%	-5%
> COCCNC(=S)N/N=C/c1c2ccccc2cc2ccccc12
  u	12%	u	-13%	-4.5	u	-1	-18%	20%
> COC(=O)c1ccc(OCC2c3cc(OC)c(OC)cc3CCN2C(=O)c2ccc(F)cc2)cc1 (configuration not stated)
  -27%	x	x	-77%[inhibitor]	x	-14%	x	x	9%
> CC(=O)Nc1ccc2c(c1)C(=O)N(c1cccc3ccccc13)C2=O
  2%	-27%	-15%	-25%	0.8	19%	-4	0%	-10%
> COc1ccc(N=Cc2c(O)n(-c3ccc(OC)cc3)c(=O)c3ccccc23)cc1
  4%	-14%	-18%	12%	-0.8	3%	8	6%	1%
